Screening data as filed in PubChem BioAssay.
Epigenetic mod = epigenetic modulators derepressing GFP locus in mouse cells. Potency, µM (doses to about 46.1 µM), for inactives: top-dose GFP derepression (activation). mouse C127i GFP locus derepression, cytometry, 30 h. actives 0.09% (n = 68,000); also: % of control where 0% means no effect
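Murine C127i mammary cells carrying a silenced, stably integrated CMV-driven GFP reporter were treated with compound for 30 hours at 37 C. After PBS washes, GFP-positive cells were counted by laser-scanning microplate cytometry.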
Casp7 inh = allosteric or competitive inhibitors of human caspase-7. P55210. recombinant caspase-7, Ac-DEVD-AFC fluorescence rate. Potency, µM (top dose mostly 57.5 µM), for the others: top-dose activity change, negative = inhibition, actives largely listed as inhibitors. actives 0.02% (n = 75,000); active = well fitted inhibition curve with a large enough effect in the main read-out, with a control signal flat, not every such curve was filed as active; inconclusive = small, poorly fitted or top-dose-only effect, or a change in a side signal; also: potency is read from the fitted curve at half-maximal effect; % of control where 0% means no effect
BRCT inh red = inhibitors of human BRCA1 BRCT-phosphoprotein interaction (red fluorophore). AID 892. actives 0.03% (n = 75,000). P38398. Potency, µM (doses to about 76.9 µM), for inactives: at the highest dose activity change, negative = inhibition, usual class: inhibitors. BRCT-phosphopeptide binding, red fluorescence polarization; also: % is scaled to controls: 0 for no effect and ±100 for the full control effect
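Fluorescence polarization: 100 nM His-tagged BRCA1 BRCT with 100 nM TAMRA-labelled phospho-BACH1 decapeptide, phosphate buffer pH 7.3 with 150 mM NaCl, DTT, 0.01% Tween 20; 12 min RT. Binding inhibition seen as FP decrease.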
HEK293 cAMP cs = parental HEK293 cAMP activation (counter-screen); actives 2.5% (n = 73,000); parental HEK293 CNG cAMP sensor, membrane potential fluorescence; Potency, µM (highest dose often 57.1 µM), for the others: at the highest dose activation, hits mostly activators; AID 938; also: potency is read from the fitted curve at half-maximal effect; % of control where 0% means no effect; nearly all actives have a fitted effect of over 55% in size
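Parental HEK 293 cells stably expressing a cAMP-gated CNG channel were loaded with membrane potential dye containing 100 uM RO 20-1724 for 60 min. Compound added for 30 min; depolarization read as fluorescence intensity at 590 nm.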
UbGFP stabilizer = inhibits proteasome, raising ubiquitin-GFP reporter fluorescence. Ubiquitin-GFP reporter cells, proteasome inhibition, GFP fluorescence; response scale: untreated = 0%, 10 µM MG-132 = 100%. Potency, µM (titrated, usually from 45.9 µM), without a hit: at the top dose activation (GFP accumulation), most hits filed as activators. 67,000 tested, under 10 active; active = well fitted activation curve with a large enough effect, not every such curve was filed as active; inconclusive = small, poorly fitted or top-dose-only effect, or another doubt; inactive = no such curve, though single readings can be large or run the other way; also: potency is read from the fitted curve at half-maximal effect
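U2OS cells expressing ubiquitin(G76V)-GFP, seeded overnight in 0.5% FBS medium, then treated 4 hr at 37 C across 46 uM to 2.9 nM. GFP-positive cells counted by laser cytometry (488 ex/515 em); %activity scaled between basal and 10 uM MG-132.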
Caspase-1 inhib = allosteric or competitive inhibitors of human caspase-1; AID 900; Caspase-1 enzyme, Ac-WEHD-AFC fluorogenic rate; P29466; Potency, µM (top dose mostly 57.5 µM), inactives show at the highest dose activity change, negative = inhibition, hits mostly inhibitors; actives 0.03% (n = 75,000);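 also: potency is read from the fitted curve at half-maximal effect; plate controls were vehicle for no effect and no substrate for full effect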
BRCT inh green = blocks human BRCA1 BRCT binding to phosphopeptide, green readout. P38398. BRCA1 BRCT-phosphopeptide binding, green fluorescence polarization. Potency, µM (top dose mostly 76.9 µM), for the others: top-dose activity change, negative = inhibition, usual class: inhibitors. actives 0.05% (n = 75,000). AID 875;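 also: potency is read from the fitted curve at half-maximal effect; plate controls were peptide without protein for full effect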
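Compounds were incubated for 12 min at room temperature with a complex of 100 nM fluorescein-tagged pBACH1 decapeptide and 250 nM His-tagged BRCT protein. Buffer was phosphate pH 7.3 with EDTA, DTT and Tween 20. Disruption of binding lowers the polarization signal.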
USP2a inh = USP2a (human) protease inhibition | O75604 | USP2a enzymatic assay, qHTS inhibition | Potency, µM (doses to about 38.3 µM), without a hit: top-dose activity change, negative = inhibition, most hits filed as inhibitors | actives 0.1% (n = 60,000) | AID 927;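 also: potency is read from the fitted curve at half-maximal effect; nearly all actives have a fitted effect of over 60% in size; plate controls were DMSO for no effect and NEM full inhibition control for full effect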
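USP2 core (20nM final) preincubated 30 min RT with compound, then Ub-PLA2 20nM and NBD C6-HPC 20uM final added; buffer 20mM Tris-HCl pH 8.0, 2mM CaCl2. Fluorescence Ex 460/Em 535 read at 0 and 2.5 h; normalized to NEM.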
A350 fluor = A350 region autofluorescence. Compound autofluorescence, 340/450 nm, Alexa 350 dye-equivalents; active compounds read high. max dye-equivalent concentration, M. actives 11% (n = 59,000). AID 590; in the data active = max dye-equivalent concentration above about 10 nM; inconclusive = mostly about 1.1 nM to 9.6 nM
Fluorescein fluor = fluorescein region autofluorescence; Compound autofluorescence, 480/540 nm, fluorescein-equivalent; active compounds read high; max fluorescein-equivalent concentration, M; actives 0.91% (n = 59,000); AID 593; in the data active = max fluorescein-equivalent concentration above about 10 nM; inconclusive = between about 1.1 nM and that limit
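Read-out is intrinsic compound fluorescence at 480/540 nm (excitation/emission), expressed as dye-equivalent concentration using a fluorescein standard series run on every plate. Compounds sat 15 min at room temperature in 100 mM Tris, pH 8.0.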
4MU fluor = 4-MU region autofluorescence; max dye-equivalent concentration, M; actives 11% (n = 59,000); compound autofluorescence, 340/450 nm, 4-MU equivalents; active compounds read high; AID 589; in the data active = max dye-equivalent concentration above about 10 nM; inconclusive = mostly about 1.1 nM to 9.6 nM
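Intrinsic fluorescence at 340/450 nm (ex/em) was read after 15 min at room temperature in pH 8.0, 100 mM Tris. Each compound concentration expressed as 4-MU-equivalent concentration from a six-point 4-MU standard series on each plate.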
Starred values were filed as active, the others as inactive; i = inactive; ? = inconclusive; · = no result given; & = joins results of further samples; [ ] = dose if it differs, or a comment. Unless noted, calls follow the shape of the dose curve; as a rule, active = well fitted curve in the direction sought with a large enough effect; inconclusive = small, poorly fitted or top-dose-only effect, or another doubt; inactive = no such curve, though single readings can be large; an effect the other way counts as inactive or inconclusive.

SMILES	Epigenetic mod	Casp7 inh	BRCT inh red	HEK293 cAMP cs	UbGFP stabilizer	Caspase-1 inhib	BRCT inh green	USP2a inh	A350 fluor	Fluorescein fluor	4MU fluor
COC(=O)c1ccc(C(NC(=O)OCc2ccccc2)/C(F)=C/[C@@H](C)C(=O)N(C)Cc2cccnc2)cc1 (stereo partly drawn)	·	-4%	0.2%	26%	·	-4%	-2.3%	·	·	·	·
CC(=O)c1c(C)nn(C(C)CC(=O)O)c1C (stereo not drawn)	-3%	1%	-0.5%	5%	3%	1%	-5.1%	-11%	i	?	i
CCOCCCNc1ncnc2c1[nH]c1ccccc12	3%	-2%	-0.8%	?	-4%	-3%	0.6%	8%	?	i	i
Cc1cccc(Nc2nc(N)nc(CN3CCN(C)CC3)n2)c1	-2%	1%	0.3%	1%	7%	-1%	-0.4%	4%	i	i	i
Fc1ccccc1COc1cccc(/C=N/n2cnnc2)c1	-2%	-2%	-0.6%	32µM*	-9%	0%	-5.9%	0%	·	·	·
CCOC(=O)c1c(C)[nH]c(C)c1C(=O)COc1ccc(NC(=O)c2ccco2)cc1	-2%	-3%	-0.5%	1%	1%	2%	1.8%	12%	i	i	i
CN1CCN(S(=O)(=O)c2ccc3ccccc3c2)CC1	·	1%	-1.1%	0%	4%	-2%	2.0%	·	·	·	·
CCC(C)NC(=O)C1c2ccccc2C(=O)N1Cc1cc(OC)ccc1OC (stereo not drawn)	1%	3%	-1.9%	?	6%	6%	-1.0%	16%	i	?	i
CCOc1nc(-c2ccc(OC)cc2)ccc1-c1noc(-c2ccncc2)n1	0%	-4%	-1.7%	-3%	2%	-6%	-0.1%	3%	1.4e-08M*	i	1.1e-08M*
Cc1cc(NC(=O)CSc2nc3c(c(=O)n2CCc2ccccc2)SC(C)C3)no1 (stereo not drawn)	·	1%	1.0%	3%	6%	2%	-1.8%	·	·	·	·
CC(=O)OC[C@@H]1O[C@H](C/C=N\O[C@@H](C)c2cn([C@H](CO)Cc3ccccc3)nn2)C=C[C@@H]1OC(C)=O	·	-2%&2%[11.5 µM]	1.0%&1.0%[15.4 µM]	1%&-2%[11.4 µM]	·	-3%&-2%[11.5 µM]	0.0%&-0.1%[15.4 µM]	·	·	·	·
O=C(O)c1cc(/C=N\O)ccc1OCc1ccccc1	2%	-1%	-0.6%	-3%	4%	-2%	0.2%	-3%	i	i	i

Given with two lines to a compound: entries from further up.
Values run as follows: Epigenetic mod, Casp7 inh, BRCT inh red, HEK293 cAMP cs, UbGFP stabilizer, Caspase-1 inhib, BRCT inh green, USP2a inh, A350 fluor, Fluorescein fluor, 4MU fluor
> Fc1ccccc1COc1cccc(/C=N/n2cnnc2)c1
→ -2%, -2%, -0.6%, 32µM*, -9%, 0%, -5.9%, 0%, ·, ·, ·
> CCOC(=O)c1c(C)[nH]c(C)c1C(=O)COc1ccc(NC(=O)c2ccco2)cc1
→ -2%, -3%, -0.5%, 1%, 1%, 2%, 1.8%, 12%, i, i, i
> CN1CCN(S(=O)(=O)c2ccc3ccccc3c2)CC1
→ ·, 1%, -1.1%, 0%, 4%, -2%, 2.0%, ·, ·, ·, ·

Further structures
SMILES	Epigenetic mod	Casp7 inh	BRCT inh red	HEK293 cAMP cs	UbGFP stabilizer	Caspase-1 inhib	BRCT inh green	USP2a inh	A350 fluor	Fluorescein fluor	4MU fluor
c1ccc(-c2csc(Nc3cccnc3)n2)nc1	3%	-9%	-0.2%	15%	-4%	-10%	-3.1%	3%	i	i	i
Cc1cc(O)c(/C=N/c2ccccn2)c(=O)o1	2%	-11%	0.3%	1%	4%	-20%	16%	-1%	3.7e-08M*	?	3.8e-08M*
Cc1ccc(N2C(=O)c3ccccc3C2Nc2cccnc2)nc1 (stereo not drawn)	·	1%	-0.3%	12%	1%	-4%	-1.6%	·	·	·	·
CCc1ccccc1NC(=O)c1cc(-c2cccc(O)c2)on1	-4%	-1%	0.1%	4%	-4%	-1%	-0.5%	·	·	·	·
O=C(O)c1ccc2c(c1)OCO2	·	0%	-2.2%	·	·	3%	0.6%	-7%	·	·	·
COC(=O)c1ccc(CSc2nc3c(c(=O)n2-c2ccc(F)cc2)SCC3)o1	2%	-20%	-2.5%	26%	2%	-1%	-0.2%	37%[activator]	i	i	i
COc1ccc2[nH]cc(CCNc3cc(-c4ccc(C(=O)N(C)C)cc4)ncn3)c2c1	-2%[9.22 µM]	-9%	-1.5%	-5%	0%	-8%	-1.6%	128%[activator]	i	i	i
CC12CCC(C(=O)NCCN3CCCCC3)(CC1=O)C2(C)C (stereo not drawn)	0%	0%	0.4%	4%	-4%	3%	-5.6%	4%	i	?	i
CCN1C(=O)c2ccccc2Sc2ccc(C(=O)NCCN3CCOCC3)cc21	0%	0%	-1.0%	10%	3%	-5%	1.8%	·	·	·	·
CSc1ccc2[nH]c(=O)cc(C)c2c1	2%	-3%	-0.7%	3%	-3%	-2%	-1.5%	8%	1.3e-06M*	?	7.8e-07M*
Cc1ccc(C2/C(=C(\O)c3c(C)nc4ccccn34)C(=O)C(=O)N2CCCN(C)C)o1 (stereo not drawn)	-2%	-1%	-0.1%	0%	·	-3%	-3.0%	4%	?	i	i
Cc1ccc(SCCNC(=O)C(C)C)cc1	2%	0%	-0.3%	4%	-1%	0%	-0.5%	1%	i	i	i
Cc1cc(NC(=O)c2cc(-c3ccco3)on2)n(-c2ccccc2)n1	0%	-6%	1.0%	7%	7%	-3%	5.6%	32%[activator]	i	?	i
Cc1cc(NC(=O)c2cc(-c3ccco3)on2)nn1Cc1ccc(Cl)cc1	5%	-5%	-0.2%	?	-14%	-6%	22%	48%[activator]	i	?	i
Cc1onc(-c2ccccc2)c1C(=O)N1CCN(CCc2ccccc2)CC1	6%	-1%	0.1%	14%	1%	0%	0.5%	29%	i	i	i
COc1ccc(CCNC(=O)c2nonc2N)cc1OC	4%	0%	-1.7%	12%	4%	3%	-2.3%	0%	i	i	i
CCCN=C(N)/C(C(=O)OCC)=C(\O)c1ccc(OC)cc1	-2%	1%	0.8%	-4%	3%	-4%	-1.2%	3%	i	?	i
Cc1ccc(-n2ncc3c(NCc4ccccn4)ncnc32)c(C)c1	-2%	7%	0.1%	1%	-5%	0%	-1.1%	2%	1.2e-08M*	?	?
COc1cc(NCCCC(C)N)c2ncccc2c1 (stereo not drawn)	1%	-4%	-0.3%	?	1%	-4%	-0.9%	16%	i	i	i
COC(=O)c1ccccc1NC(=O)C(C)Oc1ccccc1 (stereo not drawn)	0%	0%	-1.4%	?	3%	-1%	-0.4%	-5%	i	i	i
Fc1cccc(Cl)c1Cn1nnc2c(N3CCC4(CC3)OCCO4)ncnc21	3%	1%	-0.9%	24%	4%	-2%	-6.2%	-1%	i	i	i
CCOc1cccc(C(=O)N(Cc2ccc(F)cc2)C2CCS(=O)(=O)C2)c1 (stereo not drawn)	4%	1%	-3.1%	4%	1%	1%	0.0%	12%	i	i	i
Cc1ccc(N2CCCn3c2nc2c3c(=O)n(CC(=O)OCc3ccccc3)c(=O)n2C)cc1C	0%	0%	0.2%	10%	-3%	1%	-1.3%	6%	i	i	i
NCC(=O)CCC(=O)O	·	-2%	1.0%	·	·	3%	-2.0%[3.08 µM]	-2%	·	·	·
COC(=O)NC(/C(C(=O)OC)=C(\C)NCc1ccccc1)c1ccc(F)cc1 (stereo not drawn)	·	-3%[11.5 µM]	-0.9%[15.4 µM]	?	·	-2%[11.5 µM]	-0.2%[15.4 µM]	·	·	·	·
COCc1nnc(NC(=O)CS(=O)(=O)Cc2ccccc2)s1	-2%	2%	-2.1%	1%	8%	1%	-1.2%	-11%	i	i	i
Cc1nnc2n(C3CCCCC3)c(=O)c3c4c(sc3n12)CCC4	-3%	2%	-2.9%	5%	-2%	-2%	-0.8%	-1%	i	i	i
CC(OC(=O)C(NC(=O)c1ccco1)C(C)C)C(=O)Nc1ncc(Cl)cc1Cl (stereo not drawn)	-2%	-1%	-1.1%	15%	-12%	1%	-2.4%	7%	?	i	i
CN(C)S(=O)(=O)c1ccc(C(=O)Nc2nnc(Cc3ccccc3)s2)cc1	2%	-1%	0.6%	8%	8%	0%	-0.2%	1%	?	i	?
O=C(CN1CCOc2ccccc21)NCc1cccs1	5%	-3%	-1.4%	2%	?	2%	3.2%	2%	i	i	i
CCCn1cnc2c(cnn2-c2ccc(F)cc2)c1=O	4%	-2%	2.4%	?	-6%	2%	0.0%	1%	i	i	i
CC1CCCN(C(=O)CSCC(=O)N=c2sc3ccccc3n2C)C1 (stereo not drawn)	-2%	0%	-2.7%	?	0%	1%	1.8%	5%	i	i	i
COc1ccccc1N(C(=O)c1ccco1)C(C(=O)NC1CCCC1)c1cccnc1 (stereo not drawn)	-1%	-2%	-0.5%	?	-1%	3%	-1.8%	3%	i	?	i
CCOc1ccc(OCC)c(NC(=O)Cn2cccc2)c1	1%	0%	0.1%	?	-7%	-1%	-1.4%	-1%	i	i	i

The list is partial. The share of hits here may be higher or lower than overall.
